Screens as filed in PubChem.
L3MBTL1 inh – L3MBTL1 (human) inhibition; hit rate 0.66% among 230,000; Potency, µM (highest dose often 57.1 µM), inactives show at the highest dose activity, negative = inhibition, most hits filed as inhibitors; AID 485360; AlphaScreen L3MBTL1–H3K9me1 peptide binding; further: nearly all actives have a fitted effect of over 60% in size
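AlphaScreen assay: L3MBTL1 (50 nM final) was preincubated 30 min at room temperature with biotinylated H3(1-15)K9me1 peptide (75 nM final), then 30 min with library compounds; streptavidin donor and nickel chelate acceptor beads (10 ug/mL final) added, 30 min dark.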
RECQ1 inh – RECQ1 (human) helicase inhibition. hit rate 0.54% among 240,000. Potency, µM (highest dose often 57.3 µM), for the others: top-dose activity, negative = inhibition, actives largely listed as inhibitors. RECQ1 DNA unwinding, red fluorescence kinetic read. AID 2549. P46063;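 further: plate controls were vehicle for no effect and no enzyme for full effect; nearly all actives have a fitted effect of over 30% in size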
Target sequence (P46063 whole entry, looked up): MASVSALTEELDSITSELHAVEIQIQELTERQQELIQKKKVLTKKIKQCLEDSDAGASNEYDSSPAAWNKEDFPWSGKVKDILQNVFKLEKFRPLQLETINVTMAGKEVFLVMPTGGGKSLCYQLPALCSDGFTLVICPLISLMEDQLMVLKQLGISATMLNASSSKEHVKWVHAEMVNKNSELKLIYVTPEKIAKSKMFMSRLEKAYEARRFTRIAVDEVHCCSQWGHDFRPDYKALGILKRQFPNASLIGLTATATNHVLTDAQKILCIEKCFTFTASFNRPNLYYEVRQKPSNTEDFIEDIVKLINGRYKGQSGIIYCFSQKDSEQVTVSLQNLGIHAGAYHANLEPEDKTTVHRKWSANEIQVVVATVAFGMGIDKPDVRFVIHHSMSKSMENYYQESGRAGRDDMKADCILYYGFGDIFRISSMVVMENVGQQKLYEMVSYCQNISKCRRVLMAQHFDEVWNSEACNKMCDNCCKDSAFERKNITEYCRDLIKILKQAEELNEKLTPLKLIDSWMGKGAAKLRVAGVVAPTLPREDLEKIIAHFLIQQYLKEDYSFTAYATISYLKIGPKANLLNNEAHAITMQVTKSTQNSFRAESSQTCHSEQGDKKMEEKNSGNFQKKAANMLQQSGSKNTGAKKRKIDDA
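RECQ1T1 50 nM; forked duplex (20 bp + 30-nt ss tails) 200 nM, ATP 2 mM final; pH 8.0, 2 mM MgCl2, 2.5 ug/ml poly(dI-dC); 15 min compound preincubation; discontinuous kinetic read over 2 h at RT.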
GAA inh – blocks human lysosomal alpha-glucosidase | P10253 | purified human GAA, 4-MU-alpha-glucoside fluorescence | Potency, µM (top dose mostly 76.9 µM), for inactives: top-dose activity change, negative = inhibition, most hits filed as inhibitors | hit rate 0.005% among 200,000;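 further: plate controls were uninhibited enzyme wells for no effect and no-enzyme background for full effect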
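Fluorogenic assay: 4 nM human alpha-glucosidase with 400 uM 4-methylumbelliferyl-alpha-D-pyranoside in 50 mM citrate/phosphate, 0.005% Tween-20, pH 5.0, 20 min at room temperature. Compounds tested up to 77 uM; AC50 from Hill fits.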
GoLoco inh red – blocks human Gai1 binding to RGS12 GoLoco peptide, red readout. P63096. Gai1:RGS12 GoLoco peptide FP, rhodamine, 10 min. Potency, µM (titrated, usually from 61.6 µM), for the others: at the top dose activity, negative = inhibition, usual class: inhibitors. hit rate 0.44% among 230,000. AID 880; active means well fitted inhibition curve with a large enough effect, not every such curve was filed as active; inactive means no such curve, though single readings can be large or run the other way; further: nearly all actives have a fitted effect of over 30% in size; many of its hits are not listed in these tables
Target sequence (P63096 whole entry, looked up): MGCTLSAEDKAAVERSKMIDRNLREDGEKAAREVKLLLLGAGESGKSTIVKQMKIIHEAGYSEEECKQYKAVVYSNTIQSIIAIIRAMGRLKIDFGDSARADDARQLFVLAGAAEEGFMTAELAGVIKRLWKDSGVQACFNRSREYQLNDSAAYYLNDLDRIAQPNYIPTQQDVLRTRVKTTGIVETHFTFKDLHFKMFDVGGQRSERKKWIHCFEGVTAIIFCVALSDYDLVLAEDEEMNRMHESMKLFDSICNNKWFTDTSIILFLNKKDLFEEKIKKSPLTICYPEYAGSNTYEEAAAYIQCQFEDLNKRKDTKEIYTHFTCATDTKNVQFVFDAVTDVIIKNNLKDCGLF
TRb-SRC2 inh – TRbeta-SRC2 interaction inhibition. TRbeta-SRC2 peptide binding, fluorescence polarization; receptor liganded with 1 µM T3. Potency, µM (top dose mostly 106 µM), for inactives: top-dose activity change, negative = inhibition, hits mostly inhibitors. P10828. hit rate 0.065% among 280,000;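 further: plate controls were bound peptide for no effect and peptide without receptor for full effect; nearly all actives have a fitted effect of over 50% in size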
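TRb LBD 0.6 uM + Texas Red SRC2 peptide 20 nM, 1 uM T3, Tris buffer w/ 5% DMSO; compound pinned, 5 h RT; FP read ex 555/em 632; normalized to unbound and bound controls.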
TexasRed fluor – Texas Red fluorescence interference in TRb-SRC2 counter-screen. hit rate 0.29% among 280,000. Potency, µM (titrated, usually from 106 µM), for the others: at the top dose fluorescence change, negative = quenching. TRb/SRC2 Texas Red total fluorescence interference. AID 1479; active means well fitted curve in either direction with a large enough effect; inconclusive means small, poorly fitted or top-dose-only effect
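Human TRb ligand-binding domain at 0.6 uM with 20 nM Texas Red SRC2 peptide in Tris buffer containing 1 uM T3 and 5% DMSO, incubated with compound 5 h at ambient temperature. Total fluorescence (555/632 nm) calculated as parallel + 2 × perpendicular.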
GAA glycogen mod – alters human alpha-glucosidase cleavage of glycogen; P10253; recombinant GAA, glycogen substrate, Amplex Red glucose oxidase fluorescence; Potency, µM (highest dose often 76.4 µM), for inactives: at the highest dose activity change, negative = inhibition, usual class: inhibitors; hit rate 0.38% among 300,000;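 further: 0% = full enzyme reaction and -100% = no-enzyme basal signal; the screen sought inhibitors and activators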
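Recombinant enzyme (4 nM final) with compounds titrated up to 77 uM and bovine liver glycogen (30 ug) in citrate pH 5.0, 0.01% Tween-20, 37 C 40 min. Released glucose detected by Amplex Red/glucose oxidase (Ex 573/Em 610); AC50 from Hill fits.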
GAA spleen mod – inhibitors or activators of human alpha-glucosidase in spleen homogenate | P10253 | human spleen homogenate, 4-MU-alpha-glucoside fluorescence | Potency, µM (series often up to 79.9 µM), for inactives: at the top dose activity change, negative = inhibition, actives largely listed as inhibitors | hit rate 0.006% among 240,000;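 further: 0% = enzyme with vehicle and -100% = no enzyme basal signal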
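Human spleen homogenate (1 ug) with 4-methylumbelliferyl-alpha-D-glucopyranoside (1 mM final) in 50 mM citrate/phosphate pH 5.0, 0.01% Tween-20; 40 min at 37 C. Stopped at pH 10; 4-MU fluorescence Ex 365/Em 440 nm; AC50 by Hill fit.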
Active calls of the source: *; i = inactive; u = inconclusive; x = not tested or not shown; [ ] = remark or other dose. Unless noted, the call rests on the fitted dose curve; in most records, active means well fitted curve in the direction sought with a large enough effect; inconclusive means small, poorly fitted or top-dose-only effect, or another doubt; inactive means no such curve, though single readings can be large; an effect the other way counts as inactive or inconclusive. Unless noted, on the % scale 0 is the no-effect control and ±100 the full control effect; potency means the concentration at half of the fitted maximal effect. Some of the compounds tested; the hit share may differ from the screen's.

Molecule,L3MBTL1 inh,RECQ1 inh,GAA inh,GoLoco inh red,TRb-SRC2 inh,TexasRed fluor,GAA glycogen mod,GAA spleen mod
COc1ccc(CN(C)CC(=O)Nc2sc3c(c2C#N)CCC3)c(OC)c1,x,-21.2%,-8.5%,31.6%[activator],4.8%,2.5%,1.3%,-2.5%
CCOc1ccc(S(=O)(=O)N2CCC(C(N)=O)CC2)c2ccccc12,0.5%,5.9%,u,7.3%,4.0%,0.1%,-1.8%,-9.1%
Cc1cccc(N2CC(=O)N(c3cccc(C)c3)CC2=O)c1,-1.5%,-2.7%,3.3%,-0.7%,-1.7%,-5.5%,-2.7%,-4.5%
c1ccc2c(-c3nnc(SCc4cn5ccccc5n4)o3)c[nH]c2c1,x,-12.3%,-0.6%,27.6%,-4.3%,-2.4%,-0.6%,-2.3%
Cc1cc(C)n2nc(C(=O)NC(c3ccccc3)c3ccccc3)nc2n1,x,-1.7%,-4.0%,-0.9%,-16.7%,2.3%,2.0%,-4.2%
C/C(CC(=O)Nc1cc(C)ccn1)=N\NC(=O)C(=O)NC(C)C,11.0%,i,3.4%,11.9%,7.5%,-1.1%,-15.1%,4.6%
N#CC1=C2N=C(N)c3ccccc3N2C2=C(C(=O)CCC2)C1c1ccccc1F (stereo not drawn),x,17.7%,x,1.0%,-0.4%,-0.3%,-2.3%,0.7%
Cn1cc(CNCc2cn(C)nc2-c2ccc(C3CCCCC3)cc2)cn1,-6.7%,i,5.4%,17.1%,-1.1%,-2.1%,-6.7%,-0.3%
CCN(CC)CCNC(=O)Cc1nn(Cc2ccccc2)c(=O)c2ccccc12,0.4%,i,u,-2.1%,-7.7%,-1.4%,-0.1%,-6.5%
O=C(Nc1cccc2cccnc12)c1ccc2c(c1)OCCO2,x,-4.6%,u,1.4%,-20.6%,2.4%,-11.0%,-0.4%
O=C1CNC(=O)/C1=C/c1ccccc1,2.8%,-7.4%,2.1%,-6.6%,1.8%,-6.7%,-0.6%,-1.3%
CC(C)CNC(=O)C(=O)NNC(=O)C1CCCCC1,6.0%,i,-5.4%,-1.7%,4.2%,2.5%,-0.6%,-4.1%
CS(=O)(=O)Nc1cccc(C2=NN(S(=O)(=O)c3ccc(F)cc3)C(c3cccs3)C2)c1 (stereo not drawn),-0.3%,u,-4.0%,60.9%[activator],15.4%,3.0%,3.6%,-11.6%
O=C(Nc1ccccc1C(=O)O)c1ccc(Cl)c(S(=O)(=O)N2CCOCC2)c1,6.5%,10.8%,6.0%,2.8%,-13.5%,-4.4%,-1.8%,2.1%
CCOC(=O)C1=C(O)/C(=C/c2ccccn2)SC1=Nc1ccc(Cl)cc1,-12.7%,-6.5%,-11.8%,6.7%,12.4%,-21.1%,14.6%,1.9%
COC(=O)c1ccccc1NC(=O)CN(CCc1ccccc1)S(C)(=O)=O,x,-3.9%,1.9%,-0.2%,-12.5%,-0.8%,-2.0%,-5.5%
FC(F)(F)c1cc(Cl)c2nnc(-c3cccnc3)n2c1,13.3%,i,x,3.2%,-6.9%,2.7%,-0.6%,5.0%
NC(=O)Nc1ccc2c(c1)OCCO2,x,-4.5%,-13.7%,5.7%,-12.3%,-3.6%,-0.2%,-2.5%
Cc1cccc(NC(=O)c2cccc(NS(=O)(=O)c3ccc(Cl)cc3)c2)c1,x,1.8%,2.1%,0.3%,-0.9%,0.0%,-16.0%,3.9%
O=C(Nc1ccccc1)OCC(CN1CCCCC1)OC(=O)Nc1ccccc1 (stereo not drawn),-6.3%,-5.6%,x,x,-5.8%,1.3%,x,-4.4%

Exported with each value named: 4 of the compounds above
> Cc1cccc(NC(=O)c2cccc(NS(=O)(=O)c3ccc(Cl)cc3)c2)c1
  L3MBTL1 inh: x	RECQ1 inh: 1.8%	GAA inh: 2.1%	GoLoco inh red: 0.3%	TRb-SRC2 inh: -0.9%	TexasRed fluor: 0.0%	GAA glycogen mod: -16.0%	GAA spleen mod: 3.9%

> FC(F)(F)c1cc(Cl)c2nnc(-c3cccnc3)n2c1
  L3MBTL1 inh: 13.3%	RECQ1 inh: i	GAA inh: x	GoLoco inh red: 3.2%	TRb-SRC2 inh: -6.9%	TexasRed fluor: 2.7%	GAA glycogen mod: -0.6%	GAA spleen mod: 5.0%

> O=C1CNC(=O)/C1=C/c1ccccc1
  L3MBTL1 inh: 2.8%	RECQ1 inh: -7.4%	GAA inh: 2.1%	GoLoco inh red: -6.6%	TRb-SRC2 inh: 1.8%	TexasRed fluor: -6.7%	GAA glycogen mod: -0.6%	GAA spleen mod: -1.3%

> O=C(Nc1ccccc1)OCC(CN1CCCCC1)OC(=O)Nc1ccccc1 (stereo not drawn)
  L3MBTL1 inh: -6.3%	RECQ1 inh: -5.6%	GAA inh: x	GoLoco inh red: x	TRb-SRC2 inh: -5.8%	TexasRed fluor: 1.3%	GAA glycogen mod: x	GAA spleen mod: -4.4%

The listing continues:
The line under a structure holds: L3MBTL1 inh, RECQ1 inh, GAA inh, GoLoco inh red, TRb-SRC2 inh, TexasRed fluor, GAA glycogen mod, GAA spleen mod
Cc1ccc(-n2cc(C(=O)c3ccc4ccccc4c3O)cn2)cc1
    -5.0%, -3.7%, 2.9%, 7.9%, 4.1%, -3.1%, -1.7%, -1.6%
O=C1c2ccccc2-c2c1cccc2C(=O)N1CCOCC1
    4.6%[11.4 µM], 0.1%, -0.3%, 8.3%, -2.2%, -2.4%, 4.5%, -0.4%
COc1ccccc1N1CCN(C(=O)Nc2cccc(Cl)c2)CC1
    x, -1.7%, u, 5.0%, -1.5%, 1.1%, -10.9%, -4.8%
C/C(CCN1CCCc2nc(C)c(C)cc21)=N\OC[C@@H](C)[C@H](OCc1ccccc1)C(C)C
    x, i[11.5 µM], x, x, -2.9%[11.2 µM], -2.0%[11.2 µM], x, -1.1%[17.4 µM]
CCc1ccc(/C=C2/SC(N3CCOCC3)=NC2=O)cc1
    3.0%, -7.3%, x, 0.6%, 3.9%, 0.7%, 2.7%, -2.7%
CCn1c(CSc2nnc(-c3ccc4c(c3)OCO4)o2)nc2cc(S(=O)(=O)N(C)C)ccc21
    21.6%[11.4 µM], i, -8.6%, 13.1%, 3.9%, 3.7%, -0.8%, -1.7%
CCCNc1nc2c(c(=O)[nH]c(=O)n2C)n1Cc1cccc(Br)c1
    -4.0%, -2.2%, -13.7%, 7.9%, 6.0%, -6.2%, -10.6%, -2.6%
O=C(NNC(=S)NC1CC2C=CC1C2)c1cccnc1 (stereo not drawn)
    -4.7%, -1.4%, -6.2%, -3.0%, -3.3%, -0.3%, u, -3.7%
CO[C@@H]1COC(=O)[C@H]2CCCN2C(=O)[C@@H](C)COC(=O)C/C=C\[C@H]1C
    x, i[11.5 µM], x, x, 5.5%[11.2 µM], 1.3%[11.2 µM], x, 6.1%[17.4 µM]
O=C(Nc1cc(Sc2ccccn2)cc([N+](=O)[O-])c1)c1cccc(Cl)c1
    -10.8%, -8.2%, 7.1%, 4.7%, 2.1%, 4.3%, 3.0%, -5.7%
N#CC1=C(N)Oc2cc(O)c(C=Nc3ccccc3)cc2C1c1ccccc1 (stereo not drawn)
    7.5%, -16.6%, -0.3%, 14.2%, 6.4%, 5.2%, 7.8%, -3.7%
CCCCNC(=O)c1onc(CSc2ccccc2CC)c1C(=O)O
    58.8%[activator], -8.9%, -10.5%, -9.0%, -18.3%[53 µM], 1.9%[53 µM], 5.3%, -13.1%
CN(C)S(=O)(=O)c1ccc(C(=O)Nc2ccccc2C(=O)O)cc1
    4.8%[11.4 µM], 0.6%, 6.5%, 3.7%, 5.2%, -1.1%, 3.9%, -0.3%
CC(=O)OC1C[C@]2(C)C(C(C)=O)CCC2C2CCC3=CC(=O)CC[C@@]3(C)C12 (stereo partly drawn)
    x, 11.2%, x, 1.9%, -3.1%, -0.5%, x, 0.0%
Cc1nc(Nc2ccc(S(N)(=O)=O)cc2)oc1C
    2.4%, -8.5%, 1.3%, 0.7%, 1.4%, -5.0%, -14.4%, 5.5%
Cc1nn(C(C)c2nc(-c3ccccc3)no2)c(C)c1[N+](=O)[O-] (stereo not drawn)
    5.4%, -16.9%, -4.5%, -6.3%, 0.1%, -1.3%, -9.8%, -3.5%
O=C(CCNS(=O)(=O)c1cccc2nonc12)NCCc1ccc(Cl)cc1
    x, -6.8%, -3.0%, -4.5%, -22.1%, -1.7%, 1.2%, -27.3%
Cc1cc(NC(=O)Cn2cc([N+](=O)[O-])cn2)n(Cc2ccc(F)cc2)n1
    -13.4%, -4.9%, u, -4.6%, 1.8%, -0.7%, -3.1%, x
CCN(CC)c1ccc(NC(=O)CCCOc2cccc(C)c2)cc1
    x, -13.9%, -7.9%, -22.6%, 2.1%, -0.9%, 6.1%, 5.3%
COCc1nc2sc(C)c(C)c2c(=O)[nH]1
    11.9%, -7.6%, -0.9%, -0.4%, -1.1%, 2.3%, -13.3%, -4.9%
O=C(Cc1ccc(Cl)cc1)NCCCn1ccnc1
    -6.2%, 4.5%, -3.1%, -9.1%, 2.8%, -2.8%, 3.5%, 2.1%
O=C(NCc1ccccc1)C(=O)NCC1OCCN1S(=O)(=O)c1cccs1 (stereo not drawn)
    -7.8%, -2.8%, -0.6%, 12.6%, -2.5%, -1.9%, -1.9%, -1.2%
c1ccc(-c2nnc(N3CCN(c4ccccn4)CC3)c3ccccc23)cc1
    -21.7%, 2.0%, -23.7%, 6.4%, -4.7%, 2.5%, -7.4%, 1.7%
COC(=O)c1ccccc1NC(=O)c1noc2c1CCC2
    28.2µM*, u, 2.0%, -2.0%, -11.2%, -5.3%, 4.1%, -1.7%
